NSD2 block: inhibitors of human NSD2 methyltransferase; 0.07% of 44,000 active; inhibition, % at 12.5 µM; O96028; NSD2-SET H3K36me1 DELFIA fluorescence, biochemical; in the data active = inhibition above about 54%, passing the limit was not always enough; inconclusive = no clear call, values can overlap the other calls;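 also: inhibitors reduce the monomethyl H3K36 fluorescence signal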
Target sequence (O96028 whole entry, looked up): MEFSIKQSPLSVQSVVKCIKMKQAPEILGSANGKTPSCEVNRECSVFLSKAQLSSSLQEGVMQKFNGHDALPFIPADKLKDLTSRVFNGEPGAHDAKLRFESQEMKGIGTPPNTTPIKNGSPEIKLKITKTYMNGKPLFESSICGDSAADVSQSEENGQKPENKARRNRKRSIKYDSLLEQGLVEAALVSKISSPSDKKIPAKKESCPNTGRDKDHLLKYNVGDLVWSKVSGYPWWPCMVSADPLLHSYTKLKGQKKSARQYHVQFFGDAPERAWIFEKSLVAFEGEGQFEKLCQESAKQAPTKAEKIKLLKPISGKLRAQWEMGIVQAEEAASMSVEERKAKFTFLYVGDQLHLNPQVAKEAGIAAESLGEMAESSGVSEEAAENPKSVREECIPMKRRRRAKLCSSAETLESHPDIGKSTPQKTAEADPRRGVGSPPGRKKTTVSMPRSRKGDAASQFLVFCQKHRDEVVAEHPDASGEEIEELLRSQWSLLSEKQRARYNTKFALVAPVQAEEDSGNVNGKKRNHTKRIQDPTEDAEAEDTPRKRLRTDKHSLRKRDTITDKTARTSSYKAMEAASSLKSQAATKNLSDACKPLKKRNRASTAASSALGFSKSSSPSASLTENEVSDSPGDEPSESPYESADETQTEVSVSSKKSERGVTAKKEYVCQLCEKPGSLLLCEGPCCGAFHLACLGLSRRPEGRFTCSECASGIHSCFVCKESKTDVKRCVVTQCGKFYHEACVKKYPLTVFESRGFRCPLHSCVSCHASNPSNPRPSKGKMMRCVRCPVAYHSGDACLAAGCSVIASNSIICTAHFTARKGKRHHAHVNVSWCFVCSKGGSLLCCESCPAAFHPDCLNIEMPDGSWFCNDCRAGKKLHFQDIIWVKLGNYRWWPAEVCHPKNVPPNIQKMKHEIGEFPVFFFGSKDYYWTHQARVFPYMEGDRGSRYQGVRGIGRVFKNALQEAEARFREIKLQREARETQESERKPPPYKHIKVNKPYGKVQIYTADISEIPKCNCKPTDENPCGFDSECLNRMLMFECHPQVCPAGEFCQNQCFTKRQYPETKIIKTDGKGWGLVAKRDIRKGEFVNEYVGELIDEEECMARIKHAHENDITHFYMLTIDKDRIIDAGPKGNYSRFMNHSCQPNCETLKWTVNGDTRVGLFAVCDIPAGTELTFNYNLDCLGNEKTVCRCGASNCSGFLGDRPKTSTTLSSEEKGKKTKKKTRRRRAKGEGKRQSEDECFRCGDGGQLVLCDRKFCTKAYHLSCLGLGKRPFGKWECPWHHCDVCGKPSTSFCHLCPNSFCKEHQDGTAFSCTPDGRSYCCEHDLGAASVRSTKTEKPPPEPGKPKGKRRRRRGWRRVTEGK
Active calls of the source: *; ? = inconclusive. Some of the compounds tested; rates above refer to the full screens.

mol	NSD2 block
CCC(=O)N(C)C[C@H]1Oc2cc(-c3ccncc3)ccc2S(=O)(=O)N([C@H](C)CO)C[C@@H]1C	4
C[C@H]1CN([C@@H](C)CO)C(=O)Cc2cc(NC(=O)CCC(F)(F)F)ccc2O[C@@H]1CN(C)S(C)(=O)=O	2
CN(C)C(=O)C[C@H]1C[C@@H]2c3cc(NC(=O)C4CCC4)ccc3O[C@@H]2[C@@H](CO)O1	1
C[C@@H]1CCCCO[C@H](CN(C)S(=O)(=O)c2cn(C)cn2)[C@H](C)CN([C@H](C)CO)C(=O)c2cc(NS(=O)(=O)c3ccc(Cl)cc3)ccc2O1	2
CNC[C@H]1OCCCC[C@H](C)Oc2ccc(N(C)C)cc2C(=O)N([C@@H](C)CO)C[C@@H]1C	8
O=C(c1ccccc1)N1CC(=O)N(OCc2ccccc2)C1c1cccs1 (stereo not drawn)	5
C[C@@H]1CN([C@H](C)CO)C(=O)Cc2cc(NC(=O)Nc3ccccc3)ccc2O[C@H]1CN(C)C(=O)Nc1ccc(C(F)(F)F)cc1	3
C[C@@H]1CN([C@H](C)CO)C(=O)c2cc(NC(=O)CCCN(C)C)ccc2O[C@@H]1CN(C)CC1CCCCC1	3
C[C@H](CO)N1C[C@H](C)[C@H](CN(C)S(=O)(=O)c2ccc(Cl)cc2)OCc2cn(nn2)CCCC1=O	2
C[C@@H]1CN([C@H](C)CO)C(=O)Cc2cc(NC(=O)C3CCCCC3)ccc2O[C@H]1CN(C)S(=O)(=O)c1ccccc1	-6
C[C@@H]1CCCCO[C@@H](CN(C)C(=O)C2CCCCC2)[C@H](C)CN([C@@H](C)CO)C(=O)c2cc(NS(=O)(=O)c3cn(C)cn3)ccc2O1	-9
CNC[C@H]1Oc2ccc(NC(=O)Nc3ccc(C(F)(F)F)cc3)cc2C(=O)N([C@H](C)CO)C[C@H]1C	-4
C[C@@H]1CCCCO[C@@H](CN(C)C(=O)NC2CCCCC2)[C@@H](C)CN([C@@H](C)CO)C(=O)c2cc(N(C)C)ccc2O1	-5
CC(C)(C)OC(=O)N1CCC[C@H]1/C=N/NC(=O)CCCCCCC(=O)O	4
C[C@H]1CN([C@@H](C)CO)C(=O)c2cccc(NS(=O)(=O)c3cccs3)c2O[C@@H]1CN(C)Cc1ccc(Oc2ccccc2)cc1	-1

A different layout for three compounds above.
NSD2 block,Compound
4,CC(C)(C)OC(=O)N1CCC[C@H]1/C=N/NC(=O)CCCCCCC(=O)O
-4,CNC[C@H]1Oc2ccc(NC(=O)Nc3ccc(C(F)(F)F)cc3)cc2C(=O)N([C@H](C)CO)C[C@H]1C
3,C[C@@H]1CN([C@H](C)CO)C(=O)Cc2cc(NC(=O)Nc3ccccc3)ccc2O[C@H]1CN(C)C(=O)Nc1ccc(C(F)(F)F)cc1

Single values from above:
C[C@@H]1CN([C@H](C)CO)C(=O)Cc2cc(NC(=O)C3CCCCC3)ccc2O[C@H]1CN(C)S(=O)(=O)c1ccccc1 | NSD2 block: -6
C[C@H](CO)N1C[C@H](C)[C@H](CN(C)S(=O)(=O)c2ccc(Cl)cc2)OCc2cn(nn2)CCCC1=O | NSD2 block: 2
CNC[C@H]1OCCCC[C@H](C)Oc2ccc(N(C)C)cc2C(=O)N([C@@H](C)CO)C[C@@H]1C | NSD2 block: 8
C[C@@H]1CN([C@H](C)CO)C(=O)c2cc(NC(=O)CCCN(C)C)ccc2O[C@@H]1CN(C)CC1CCCCC1 | NSD2 block: 3
C[C@H]1CN([C@@H](C)CO)C(=O)c2cccc(NS(=O)(=O)c3cccs3)c2O[C@@H]1CN(C)Cc1ccc(Oc2ccccc2)cc1 | NSD2 block: -1
C[C@@H]1CCCCO[C@@H](CN(C)C(=O)NC2CCCCC2)[C@@H](C)CN([C@@H](C)CO)C(=O)c2cc(N(C)C)ccc2O1 | NSD2 block: -5

(list continues)
mol	NSD2 block
COc1cccc(NC(=O)N[C@H]2C=C[C@@H](CC(=O)N3CCOCC3)O[C@H]2CO)c1	2
O=C1c2ccccc2C(=O)N1[C@@H]1CCCN(Cc2cccc(OCCO)c2)C1	-3
C[C@@H]1CN([C@H](C)CO)C(=O)c2cc(-c3cccc(C#N)c3)cnc2O[C@H]1CN(C)Cc1cccnc1	-3
C[C@@H]1CN([C@H](C)CO)C(=O)c2cc(NS(=O)(=O)c3ccccc3)ccc2O[C@@H]1CN(C)S(=O)(=O)c1cn(C)cn1	1
C[C@H](CO)N1C[C@H](C)[C@@H](CN(C)Cc2ccc(C(=O)O)cc2)Oc2ccc(NC(=O)Nc3ccc(C(F)(F)F)cc3)cc2CC1=O	-4
Cc1ccccc1-c1cnc2c(c1)C(=O)N([C@@H](C)CO)C[C@@H](C)[C@@H](CN(C)C(=O)CN(C)C)O2	-2
C[C@H]1CN([C@@H](C)CO)C(=O)CCCn2cc(nn2)CO[C@@H]1CN(C)C(=O)Nc1cccc2ccccc12	-1
C[C@@H]1CN([C@@H](C)CO)C(=O)Cc2cc(NS(=O)(=O)c3cccs3)ccc2O[C@H]1CN(C)S(C)(=O)=O	9
COCC#Cc1ccc2c(c1)O[C@@H](CN(C)C)[C@@H](C)CN([C@@H](C)CO)S2(=O)=O	-1
COCC(=O)N(C)C[C@H]1Oc2cc(C#CCC3CCCC3)ccc2S(=O)(=O)N([C@@H](C)CO)C[C@@H]1C	-8
COc1ccc(S(=O)(=O)Nc2ccc3c(c2)CC(=O)N([C@H](C)CO)C[C@H](C)[C@@H](CN(C)S(=O)(=O)c2cn(C)cn2)O3)cc1	1
Cc1noc(C)c1S(=O)(=O)Nc1ccc2c(c1)C(=O)N([C@H](C)CO)C[C@@H](C)[C@@H](CN(C)C(=O)NC(C)C)OCCCC[C@@H](C)O2	1
CS(=O)(=O)Nc1ccc2c(c1)[C@H]1C[C@@H](CC(=O)NCc3cccc(F)c3)O[C@H](CO)[C@H]1O2	-18
CCc1nn(-c2ccccc2)c2nc(-c3ccccc3O)c3cc(OC)c(OC)cc3c12	0
CCCN(C)C[C@H]1Oc2cc(C#CC3CCCCC3)ccc2S(=O)(=O)N([C@@H](C)CO)C[C@H]1C	-7

Further results follow:
mol	NSD2 block
[N-]=[N+]=NCc1ccccc1C[C@@]1(C(=O)N2CCCCC2)N=C(c2ccc(OCCCO)cc2)O[C@@H]1c1ccccc1	-6
C[C@H]1CCCCO[C@@H](CN(C)Cc2ccc(C(=O)O)cc2)[C@@H](C)CN([C@@H](C)CO)C(=O)c2cc(NC(=O)c3ccccc3)ccc2O1	-2
CCCN(C)C[C@H]1Oc2cc(C#CC(C)C)ccc2S(=O)(=O)N([C@@H](C)CO)C[C@H]1C	?
C[C@H](CO)N1C[C@H](C)[C@H](CN(C)S(C)(=O)=O)Oc2ccc(NC(=O)Nc3ccc(F)cc3)cc2CC1=O	7
O=C(NCCN1CCOCC1)[C@@]1(Cc2ccccc2)N=C(c2ccc(OCCCO)cc2)O[C@H]1c1ccccc1	0
C/C(=C(/CCO)SSCC1CCCO1)N(C=O)Cc1cnc(C)nc1N (stereo not drawn)	1
CC(C)CC#Cc1ccc2c(c1)O[C@H](CN(C)Cc1ccc(F)cc1)[C@H](C)CN([C@@H](C)CO)S2(=O)=O	-11
C[C@H](CO)N1C[C@H](C)[C@@H](CN(C)C(=O)NC2CCCCC2)Oc2c(cccc2N(C)C)C1=O	1
C#Cc1ccc([C@@H]2C=C(C(=O)Nc3ccccc3)O[C@H](OCC)[C@H]2CCCO)cc1	-2
CC(C)NC(=O)N(C)C[C@@H]1Oc2cc(-c3ccncc3)ccc2S(=O)(=O)N([C@H](C)CO)C[C@@H]1C	1
C[C@@H]1CN([C@@H](C)CO)C(=O)c2cc(-c3ccncc3)cnc2O[C@H]1CN(C)C(=O)Nc1ccc2c(c1)OCO2	9
CN(C)CC(=O)Nc1ccc2c(c1)[C@H]1C[C@@H](CC(=O)NCc3ccccn3)O[C@H](CO)[C@H]1O2	2
C[C@@H]1CN([C@@H](C)CO)C(=O)c2cc(C#CC3CCCCC3)cnc2O[C@@H]1CN(C)S(=O)(=O)c1ccccc1	-6
C[C@H](CO)N1C[C@H](C)[C@@H](CN(C)C(=O)C2CCCCC2)Oc2ncc(C#CC(C)(C)O)cc2C1=O	0
C[C@@H]1CN([C@@H](C)CO)S(=O)(=O)c2ccc(C#CCC3CCCC3)cc2O[C@H]1CN(C)Cc1cccc(C(=O)O)c1	27

Remaining list, next part
mol	NSD2 block
C[C@@H]1CN([C@H](C)CO)C(=O)c2cc(C#Cc3ccccc3)cnc2O[C@H]1CN(C)C(=O)c1ccccn1	2
CCC(=O)NC1Cc2ccccc2C(c2ccccc2)C1 (stereo not drawn)	-1
CCCNC(=O)N(C)C[C@H]1Oc2cc(-c3cncnc3)ccc2S(=O)(=O)N([C@@H](C)CO)C[C@H]1C	-97
Cc1noc(C)c1NC(=O)N(C)C[C@H]1OCCCC[C@H](C)Oc2ccc(NC(=O)Cc3ccccc3)cc2C(=O)N([C@@H](C)CO)C[C@@H]1C	12
C/C(=C\CCC1(C)C2CC3C(C2)C31C)C(=O)O (stereo not drawn)	3
COc1ccc(NC(=O)Nc2ccc3c(c2)C(=O)N([C@H](C)CO)C[C@@H](C)[C@H](CN(C)Cc2ccc(-c4ccccc4)cc2)O3)cc1	1
CC(C)NC(=O)Nc1ccc2c(c1)CC(=O)N([C@H](C)CO)C[C@H](C)[C@@H](CN(C)Cc1ccc(C(F)(F)F)cc1)O2	-11
C/C=C/c1ccc2c(c1)O[C@H](CN(C)C(=O)c1cccc(F)c1)[C@H](C)CN([C@H](C)CO)S2(=O)=O	2
C[C@H]1CN([C@@H](C)CO)C(=O)c2cccc(NC(=O)Nc3ccccc3)c2O[C@@H]1CN(C)Cc1ccncc1	0
C[C@H]1CN([C@@H](C)CO)C(=O)c2cc(Br)cnc2O[C@@H]1CN(C)Cc1ccccn1	-1
C[C@H](CO)N1C[C@H](C)[C@@H](CN(C)CC2CCCCC2)Oc2ccc(NC(=O)Cn3cnnn3)cc2CC1=O	0
C[C@H](CO)N1C[C@H](C)[C@@H](CN(C)Cc2ccc(Oc3ccccc3)cc2)Oc2ccc(NS(=O)(=O)c3ccc(Cl)cc3)cc2C1=O	-8
C[C@H]1CN([C@@H](C)CO)S(=O)(=O)c2ccc(-c3ccc(C(=O)N(C)C)cc3)cc2O[C@@H]1CN(C)C(=O)Nc1ccccc1F	-5
C[C@@H]1CN([C@@H](C)CO)S(=O)(=O)c2ccc(C3=CCCC3)cc2O[C@H]1CN(C)C	1
O=C(CCCCCC(=O)Nc1ccccc1O)N/N=C/c1ccc(S(=O)(=O)O)o1	4

Continued.
mol	NSD2 block
CCCC#Cc1cnc2c(c1)C(=O)N([C@@H](C)CO)C[C@H](C)[C@H](CN(C)C(=O)CN1CCOCC1)O2	5
Cc1noc(C)c1NC(=O)N(C)C[C@@H]1Oc2ncc(C#CC(C)C)cc2C(=O)N([C@@H](C)CO)C[C@H]1C	-3
Cc1noc(C)c1S(=O)(=O)N(C)C[C@@H]1OCCCC[C@@H](C)Oc2ccc(NC(=O)Nc3cccc4ccccc34)cc2C(=O)N([C@@H](C)CO)C[C@H]1C	-1
C[C@H]1CN([C@@H](C)CO)S(=O)(=O)c2ccc(C3=CCCC3)cc2O[C@@H]1CN(C)C(=O)c1ccccn1	-7
C[C@@H]1CN([C@H](C)CO)C(=O)Cc2cc(NC(=O)Nc3ccc(F)cc3)ccc2O[C@H]1CN(C)Cc1ccc(C(=O)O)cc1	-6
Cc1noc(C)c1NC(=O)Nc1cccc2c1O[C@H](CN(C)Cc1ccc(C(F)(F)F)cc1)[C@H](C)CN([C@H](C)CO)C2=O	-15
C=CCOC(=O)[C@H]1[C@@H]2C(=O)O[C@@H](c3ccccc3)[C@@H](c3ccccc3)N2[C@@H](c2ccc(OCCOC(=O)[C@@H]3C[C@@H]4C(=O)N[C@@H](CC(C)C)C(=O)N4[C@@H]3c3cccc(OCCO)c3)cc2)[C@]12C(=O)Nc1ccc(I)cc12	2
COc1ccc(S(=O)(=O)Nc2ccc3c(c2)C(=O)N([C@@H](C)CO)C[C@H](C)[C@@H](CN(C)S(=O)(=O)c2ccc(Cl)cc2)OCCCC[C@H](C)O3)cc1	0
C=CCNC(=O)[C@@H]1[C@H]2C(=O)O[C@H](c3ccccc3)[C@H](c3ccccc3)N2[C@H](c2ccc(O)cc2)[C@@]12C(=O)Nc1ccc(C#CC3(O)CCCCCC3)cc12	-5
C[C@H](CO)N1C[C@H](C)[C@@H](CN(C)C(=O)Nc2ccccc2)OCCCC[C@H](C)Oc2ccc(NC(=O)c3ccccc3)cc2C1=O	12
O=C(CCCCCC(=O)Nc1ccccc1O)N/N=C/c1ccc[nH]1	3
Cc1ccc(S(=O)(=O)N(C)C[C@H]2Oc3ccc(NC(=O)Nc4ccccc4)cc3CC(=O)N([C@H](C)CO)C[C@H]2C)cc1	-1
Cc1noc(C)c1NC(=O)N(C)C[C@H]1Oc2ccc(NS(=O)(=O)c3c(C)noc3C)cc2CC(=O)N([C@@H](C)CO)C[C@@H]1C	-7
CC(=O)N(C)C[C@H]1Oc2ncc(C#CC(C)(C)O)cc2C(=O)N([C@@H](C)CO)C[C@H]1C	-4
COc1cc2c(cc1OC)-c1cc(=Nc3c(C)cc(C)cc3C)n(C)c(=O)n1CC2	-33

Going on with the list.
mol	NSD2 block
C[C@@H]1CN([C@H](C)CO)C(=O)c2cccc(NS(=O)(=O)c3cccs3)c2O[C@H]1CN(C)Cc1ccc(C(=O)O)cc1	2
C[C@@H]1CN([C@@H](C)CO)C(=O)Cc2cc(NC(=O)C3CCCCC3)ccc2O[C@@H]1CN(C)Cc1ccc(C(=O)Nc2ccccc2N)cc1	-12
CN(C)c1nc(N)c(C(=O)Nc2cccnc2)nc1Cl	-7
O=C(C[C@@H]1C[C@@H]2c3cc(NC(=O)c4ccc5c(c4)OCO5)ccc3O[C@@H]2[C@@H](CO)O1)NCc1ccc(Cl)cc1	-5
Cc1ccc(S(=O)(=O)NN2C(=O)S/C(=C/c3ccccc3)C2=S)cc1	-9
C[C@H](CO)N1C[C@H](C)[C@@H](CN(C)C(=O)Nc2ccccc2)OCCCC[C@H](C)Oc2ccc(NC(=O)NC3CCCCC3)cc2C1=O	-8
C[C@H](CO)N1C[C@H](C)[C@H](CN(C)Cc2ccncc2)Oc2cc(C#C[C@@H](C)O)ccc2S1(=O)=O	2
C[C@H](CO)N1C[C@H](C)[C@H](CN(C)Cc2ccccc2)Oc2c(NS(=O)(=O)c3ccccc3)cccc2C1=O	9
